Assay outcomes deposited in PubChem BioAssay by National Center for Advancing Translational Sciences (NCATS).
KDM5B inhibitor = inhibitors of human KDM5B histone demethylase. 220,000 tested, 2.6% active. AID 1347165. KDM5B demethylase, FDH-coupled NADH fluorescence (FDH is formaldehyde dehydrogenase). Q9UGL1. Potency, µM (highest dose often 57.7 µM), for inactives: at the top dose activity change, negative = inhibition, actives largely listed as inhibitors; active = well fitted inhibition curve with a large enough effect; inconclusive = small, poorly fitted or top-dose-only effect; inactive = no such curve, though single readings can be large or run the other way; note: 0% is about no effect; nearly all actives have a fitted effect of over 70% in size
Target sequence (Q9UGL1 whole entry, looked up): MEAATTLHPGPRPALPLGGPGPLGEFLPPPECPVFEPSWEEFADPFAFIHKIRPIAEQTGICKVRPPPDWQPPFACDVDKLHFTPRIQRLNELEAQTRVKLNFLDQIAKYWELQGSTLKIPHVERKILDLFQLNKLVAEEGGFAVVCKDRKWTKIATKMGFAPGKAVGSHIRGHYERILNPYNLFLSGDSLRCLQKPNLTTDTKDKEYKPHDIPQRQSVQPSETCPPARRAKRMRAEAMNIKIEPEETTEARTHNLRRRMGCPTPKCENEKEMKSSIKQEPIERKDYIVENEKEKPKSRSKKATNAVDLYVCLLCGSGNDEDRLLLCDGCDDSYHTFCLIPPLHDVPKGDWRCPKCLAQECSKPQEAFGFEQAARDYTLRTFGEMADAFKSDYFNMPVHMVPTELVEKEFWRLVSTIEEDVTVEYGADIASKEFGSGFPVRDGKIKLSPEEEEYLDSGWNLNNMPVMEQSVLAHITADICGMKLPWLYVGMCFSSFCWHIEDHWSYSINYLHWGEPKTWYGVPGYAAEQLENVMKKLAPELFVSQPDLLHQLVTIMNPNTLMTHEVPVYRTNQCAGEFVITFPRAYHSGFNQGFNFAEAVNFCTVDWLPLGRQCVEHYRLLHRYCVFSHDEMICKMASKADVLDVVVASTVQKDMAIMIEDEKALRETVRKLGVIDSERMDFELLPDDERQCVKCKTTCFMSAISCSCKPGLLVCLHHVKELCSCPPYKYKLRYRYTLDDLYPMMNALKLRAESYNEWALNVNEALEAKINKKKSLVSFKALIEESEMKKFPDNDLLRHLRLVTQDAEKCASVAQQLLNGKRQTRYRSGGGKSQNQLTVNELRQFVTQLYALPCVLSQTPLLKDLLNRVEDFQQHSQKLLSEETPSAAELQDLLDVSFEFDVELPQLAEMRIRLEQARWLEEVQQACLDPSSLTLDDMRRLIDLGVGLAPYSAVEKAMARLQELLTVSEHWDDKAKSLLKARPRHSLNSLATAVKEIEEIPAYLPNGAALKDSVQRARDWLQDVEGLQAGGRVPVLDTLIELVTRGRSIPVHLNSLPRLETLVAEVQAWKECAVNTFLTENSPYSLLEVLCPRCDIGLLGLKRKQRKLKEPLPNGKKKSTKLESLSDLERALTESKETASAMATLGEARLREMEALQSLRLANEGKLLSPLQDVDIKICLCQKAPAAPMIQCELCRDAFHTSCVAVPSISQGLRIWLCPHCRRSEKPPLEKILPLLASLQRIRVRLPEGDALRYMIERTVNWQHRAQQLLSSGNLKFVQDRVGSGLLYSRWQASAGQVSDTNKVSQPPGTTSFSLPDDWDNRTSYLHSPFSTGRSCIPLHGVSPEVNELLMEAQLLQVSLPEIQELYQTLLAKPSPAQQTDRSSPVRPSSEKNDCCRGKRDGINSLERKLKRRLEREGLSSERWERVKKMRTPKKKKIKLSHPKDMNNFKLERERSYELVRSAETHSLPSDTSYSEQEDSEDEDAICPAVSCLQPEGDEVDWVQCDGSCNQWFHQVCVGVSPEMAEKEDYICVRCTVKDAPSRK
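KDM5BΔAP (200 nM final) in 50 mM HEPES pH 7.5, 0.01% Tween-20 was preincubated 10 min at RT with compound over a concentration range. Substrate mix (H3K4me3 12.5 µM, α-KG 25 µM, Fe²⁺, ascorbate, NAD⁺, FDH) was added, and NADH fluorescence change over 30 min gave dose-response curves.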
* = called active by the depositor; ? = inconclusive; [ ] = another dose, or the depositor's remark. Potency is the fitted concentration of half-maximal effect. Only part of the results is shown; count on the stated rates, not on these rows.

SMILES	KDM5B inhibitor
O=C(CC(c1ccccc1)c1cn(Cc2ccccc2)c2ccc([N+](=O)[O-])cc12)N1CCOCC1 (stereo not drawn)	-9%
Cc1nccn1CC(C)CNC(=O)c1cc(-c2ccncc2)nc2ccccc12 (stereo not drawn)	-6%
O=C(Cc1cccs1)N1CCN(c2ncnc3c2nnn3-c2ccc(F)cc2)CC1	10%
CC1N=C2c3ccccc3N=C(SCC(=O)NCc3ccc(Cl)cc3)N2C1=O (stereo not drawn)	?
O=C(CSc1nc2ccsc2c(=O)n1Cc1ccc(F)cc1)NCc1ccc(Cl)cc1	-9%
Cc1ccc(C)c(CSCc2nc3ccccc3[nH]2)c1	-11%
Cc1ccc2nc(C3=C(O)CN(c4cc(Cl)cc(Cl)c4)C3=N)[nH]c2c1	-2%
O=C(Cc1cccc(F)c1)N1CCN(c2cc(C(F)(F)F)ncn2)CC1	-15%
Cc1cccnc1C(=O)N[C@@H]1CN(c2ncccn2)C[C@H]1CO	20µM*
CCOc1ccc(OCC)c(NC(=O)C2CCCN(S(=O)(=O)c3ccc4c(c3)oc(=O)n4C)C2)c1 (stereo not drawn)	?
CC/C=C(/C)C(=O)NC1CCN(C(=O)C(C)(C)C)CC1	4%
COc1ccc(C(=O)N/C(=C\c2cn(S(=O)(=O)N(C)C)c3ccccc23)C(=O)NC(C)C)cc1	18%
Cc1nc(NCCC(C)C)sc1C(=O)NC1CC1	7%
CC(=O)c1cccc(NC(=O)Cn2nc(C)n3cccc3c2=O)c1	?
CCCCn1c(=O)[nH]c(=O)c2c1nc(CSc1ncn[nH]1)n2CC	-30%
C#CCNC(=O)Nc1ccc(C)cc1	-18%
COc1ccc(Cn2c(C3CCN(C(=O)Cc4cccc(F)c4)CC3)n[nH]c2=O)cc1	-3%
COc1ccc(CN2C(=O)CO[C@H]3CN(C4CCOCC4)C[C@H]32)cc1	1%[86.2 µM]
CCOc1ccccc1-c1noc(CCCC(=O)Nc2cccc(C(F)(F)F)c2)n1	-27%
CCn1c2c(c(=O)n3ncc(C(=O)Nc4ccc(F)c(Cl)c4)c13)CN(Cc1ccc(OC)cc1)CC2	?
COc1cccc(CN2CC(C(=O)NCc3cc4ccccc4[nH]3)CCC2=O)c1 (stereo not drawn)	3%
CC1CCc2onc(C(=O)N3CCN(c4ccc(Cl)cc4)CC3)c2C1 (stereo not drawn)	-9%
C=CCn1c(NCCCOCC)nc2c1c(=O)[nH]c(=O)n2C	15%
O=C(NCc1ccccc1)C(=O)c1cn(CC(=O)N2CCOCC2)c2ccccc12	2%
CCN(Cc1cccs1)C(=O)/C=C/c1nc2ccccc2s1	-19%
C/C=C/c1ccccc1OCc1ccc(C(=O)O)cc1	-3%
O=C(Cn1ncc2ccc(Cl)cc21)NCc1ccc(F)cc1	-6%
Cc1cc(C)cc(NC(=O)Nc2ccc(N3CCCCC3)cc2)c1	-1%
CCOC(=O)c1cc2cc(Oc3cccc(C)c3)ccc2[nH]1	?
O=C(Nc1cc(F)ccc1Cl)c1cnc(-c2ccccc2)nc1-c1ccncc1	-14%
COc1cccc(C(=O)NNC(=O)C(=O)Nc2cccc(Cl)c2C)c1	21%
CCc1ccc(C2C(C(=O)Nc3ccccc3)=C(C)Nc3c(C(=O)Nc4ccc(F)cc4)cnn32)cc1 (stereo not drawn)	-3%
CCOc1ccc(-c2nnc(SCC(=O)NC3CCCC3)nc2-c2ccc(OCC)c(OC)c2)cc1OC	-24%
COC(=O)c1c(Oc2ccc(C(C)=O)cc2)nnc(-c2ccccc2)c1-c1ccccc1	-28%
COCCC(=O)Nc1ccc2c(c1)CCC(=O)N2C	9%
CN(C)[C@@H]1[C@@H](NC(=O)c2cc(=O)n(-c3ccccc3)[nH]2)[C@H]2CCO[C@H]21	-31%

Five structures out of the list, arranged by length of the SMILES, lowest first.
SMILES	KDM5B inhibitor
Cc1nc(NCCC(C)C)sc1C(=O)NC1CC1	7%
COc1cccc(C(=O)NNC(=O)C(=O)Nc2cccc(Cl)c2C)c1	21%
CCCCn1c(=O)[nH]c(=O)c2c1nc(CSc1ncn[nH]1)n2CC	-30%
CCn1c2c(c(=O)n3ncc(C(=O)Nc4ccc(F)c(Cl)c4)c13)CN(Cc1ccc(OC)cc1)CC2	?
CN(C)[C@@H]1[C@@H](NC(=O)c2cc(=O)n(-c3ccccc3)[nH]2)[C@H]2CCO[C@H]21	-31%

Additional compounds
SMILES	KDM5B inhibitor
COCCn1c(C)cc(C(=O)CSc2nnc(Nc3ccccc3)s2)c1C	-5%
CCOCc1nc(C2CCCN(C(=O)Cc3ccc(F)cc3)C2)no1 (stereo not drawn)	4%
Cc1cc(C(=O)N(C)C2CCc3nnc(C)n3CC2)c(C)n1Cc1ccco1 (stereo not drawn)	?
OC[C@@H]1CN(Cc2ccccc2)C[C@H]1c1nc(-c2ccncc2)no1	-11%
CSS(=O)(=O)c1cccc2cccnc12	?
O=c1nc(N2CCOCC2)ccn1-c1nc(-c2ccccc2)sc1-c1ccccc1	?
CC1=C(c2ccc(Cl)cc2)S(=O)(=O)N=C1N1CCC(C(=O)NCc2ccccc2F)CC1	-1%
CC(C)(C)c1ccc(S(=O)(=O)N2CC(C(=O)O)Oc3ccc(Cl)cc32)cc1 (stereo not drawn)	-22%
Cc1nc(-c2ccc(S(=O)(=O)Nc3ccc(F)c(F)c3)cc2)co1	-1%
COc1cc(C(=O)OCC#N)ccc1OCc1c(C)noc1C	-2%
CCOc1ccc(CNC(=O)c2ccc3c(c2)sc2nc(-c4ccccc4)cn23)cc1	?
CC(C)C(=O)Nc1nnc(S(=O)(=O)N2CCc3ccccc32)s1	7%
CCN(c1ccccc1)c1nnc(NC(=O)Nc2ccc(C)cc2)s1	12%
COc1ccc(OC)c(C2CCN(C(=O)c3cc4ccccc4[nH]c3=O)C2)c1 (stereo not drawn)	?
Cn1c(SCC(N)=O)nnc1-c1cc2c(s1)CCC(C(C)(C)C)C2 (stereo not drawn)	?
FC(F)(F)c1cccc(Nc2ncc(-c3cccnc3)c3c2OCC3)c1	28µM*
O=C(N[C@H]1CO[C@H]2[C@@H]1OC[C@@H]2n1nnnc1Oc1ccc(-n2cncn2)cc1)C1CCCCC1	24%
CCc1ccc(-c2cc(C)no2)cc1S(=O)(=O)N1CCN(c2cccc(Cl)c2)CC1	-26%
O=C1NC2(CCCC2)C(=O)N1Cc1ncc(-c2ccc(F)cc2)o1	20%
CCCNC(=O)C1COC2(CCN(C(=O)c3cccc(C)c3)CC2)N1C(=O)c1ccc(OC)cc1 (stereo not drawn)	12%
CC(C)=CCC1(CO)CCCN(C(=O)c2cccn2C2CC2)C1 (stereo not drawn)	32%
CCCCn1c(N)c(N(C)C(=O)c2ccc(-c3ccccc3F)o2)c(=O)[nH]c1=O	-12%
COCCNc1ncccc1-c1noc([C@@H]2CCCN2Cc2ccncc2)n1	28µM*
CCN(CC)S(=O)(=O)c1ccc(=O)n(Cc2noc(C)n2)c1	10%

Fetched by compound from the entries so far (two):
SMILES	KDM5B inhibitor
COc1ccc(CN2C(=O)CO[C@H]3CN(C4CCOCC4)C[C@H]32)cc1	1%[86.2 µM]
CCOc1ccccc1-c1noc(CCCC(=O)Nc2cccc(C(F)(F)F)c2)n1	-27%

The list goes on.
SMILES	KDM5B inhibitor
COc1cc(NC(=O)CCC2CCCN(C(=O)CCN3CCCCO3)C2)cc(OC)c1 (stereo not drawn)	5%
COc1ccc(OC(=O)N2CCC(Oc3ccc4c(cnn4CCC(=O)O)c3)CC2)cc1	-26%[86.2 µM]
Cc1nn(CC(=O)NCc2ccco2)c(=O)c2nn(-c3ccccc3)c(C)c12	-7%
Cn1c(CO[C@H]2CN(C(=O)c3ccccc3)C[C@H]2F)nc2ccccc21	23%[86.2 µM]
Cn1c(CN2C[C@H](O)C[C@H]2c2nc(-c3ccc4c(c3)OCO4)no2)nc2ccccc21	5%[86.2 µM]
COC(=O)c1ccc2nc(C)cc(Nc3ccc(C)c(C)c3)c2c1	-17%
COCCOC1CCOC2(CCN(C(=O)c3cccnc3)CC2)C1 (stereo not drawn)	-13%
O=C(c1ccccc1)N1CCC2(C1)C(=O)N(c1ccccc1)c1ccccc12 (stereo not drawn)	32%[activator][115 µM]
CCOc1ccc(Nc2oc(-c3ccccc3)nc2C#N)cc1	4%
CCCN(CC(=O)Nc1ccccc1C)C(=O)C1CC(=O)N(c2ccccc2C(C)CC)C1 (stereo not drawn)	-12%
CCC(=O)NCCCNC(=O)c1cc(-c2ccccc2)nc2ccccc12	-16%
Cc1cc(C)c(OCC(=O)N(Cc2ccc(N(C)C)cc2)C2CCS(=O)(=O)C2)c(C)c1 (stereo not drawn)	26%
CCc1ccc(-n2c(=O)c3ccccc3n(CC(=O)NCCc3ccc(OC)c(OC)c3)c2=O)cc1	-23%
O=C(CCCc1ccccc1)N1CCC(c2noc(-c3ccccc3)n2)C1 (stereo not drawn)	-19%
O=C(CCN1CCN(C(c2ccccc2)c2ccccc2)CC1)NNC(=O)Cc1ccc(Cl)cc1	17%
COc1cccc(C2=NN(S(=O)(=O)c3ccccc3)C(c3ccc4nccnc4c3)C2)c1 (stereo not drawn)	1%
O=C(O)c1ccccc1-n1cnnn1	-4%
Cc1[nH]ccc1C(=O)N(CCN1CCCCC1)CC1CCCN(C2CCCC2)C1 (stereo not drawn)	?
Cc1oc(C)c2c(=O)cc(-c3ccc4c(c3)OCO4)cc(OC(=O)c3cccc(Cl)c3)c12	?
Cc1ccc(C(=O)/C=C/C=C/c2cccs2)cc1	2%
CC1CCCCC1NC(=S)NCC(C)(C)N1CCOCC1 (stereo not drawn)	2%
Cc1cccc(Cn2c(SCc3ccc(C(=O)NCc4ccccc4)cc3)nc3cccnc32)c1	?
OC(COc1ccccc1-c1ccncc1)CN1CCOCC1 (stereo not drawn)	-3%
CC(C)C(=O)N1CCC2(CC1)CC(N(C(=O)c1ccccc1)C1CC1)CCO2 (stereo not drawn)	-3%
CN(Cc1ccc(F)cc1)Cc1ccnn1C	-23%[86.2 µM]
Cc1occc1-c1nnc(SCC(=O)NC2CCCC2)n1C	22%
CN1CCCN(S(=O)(=O)c2cn(C)cn2)c2ccccc21	-13%
O=C(Cn1nnc(-c2ccc(F)cc2)n1)N(Cc1cccs1)c1ccc2c(c1)OCCO2	-18%
Cc1cc2cc(C(=O)N3CC[C@@H]4[C@@H](CCC(=O)N4CCN)C3)ccc2o1	20%
Cc1nc(/N=C(\N)NC(=O)Cc2ccccc2)nc2ccccc12	-11%
CC[C@H](C)NC(=O)c1ccc2nc(-c3ccc(C)cc3)cc(OC)c2c1	-12%
COc1cccc(/C=C(\C#N)c2nc3ccccc3o2)c1	?
CN(C)c1nc2c(c(=O)n(C)c(=O)n2C)n1CCc1ccccc1	19%
COC1CN(c2ccc(C)cc2)C12CCN(C(=O)C(C)C)CC2 (stereo not drawn)	5%
O=C(C[C@@H]1CCNC[C@@H]1Cc1cc(CSc2ccccc2)on1)N1CCCCC1	-3%[86.2 µM]
Cc1onc(-c2ccccc2Cl)c1C(=O)N1CCCCC1C (stereo not drawn)	18%
COc1ccc(OC)c(/C=N/NC(=O)c2cccc3ccccc23)c1	61%[activator]
COc1cc(/C=C2\C(=O)ON=C2c2ccc(Cl)cc2)ccc1O	?
CCCCn1c(=O)c2oc3ccccc3c2n(CC(=O)Nc2cccc(Cl)c2C)c1=O	-13%
COc1ccc(C(=O)N[C@@H]2CN(C(=O)Nc3cccc(C(F)(F)F)c3)CCC[C@H]2O)cc1	6%
COc1ccc(N2C(=O)C3(CCCCC3)C2C(=O)NCCc2c(C)noc2C)cc1 (stereo not drawn)	15%
O=C(Cn1ncc2c3ccccc3n(Cc3cccc(Cl)c3)c2c1=O)Nc1ccc(F)cc1F	-21%
COCC1CN(C)CC12CCN(C(=O)C1CCOCC1)CC2 (stereo not drawn)	?
CC1=NOC2(CCN(Cc3ccc(C(F)(F)F)cc3)CC2)C1	-15%[86.2 µM]
COc1ccc(Cc2nnc(NC(=O)C3CC(=O)N(c4ccc(C)c(Cl)c4)C3)s2)cc1OC (stereo not drawn)	7%
C[C@]1(CO)[C@H]2Cc3sc(-c4ccsc4)nc3[C@@H](CC(=O)Nc3cccc(O)c3)[C@]2(C)CC[C@H]1O	-13%
C=CCNC(=O)NCc1cccc(C(N)=O)c1	32%
Cc1csc(SCC(=O)c2ccc(O)cc2O)n1	-19%

Seven compounds from above, sorted by the value under KDM5B inhibitor, descending:
SMILES	KDM5B inhibitor
COc1cccc(C(=O)NNC(=O)C(=O)Nc2cccc(Cl)c2C)c1	21%
CCN(CC)S(=O)(=O)c1ccc(=O)n(Cc2noc(C)n2)c1	10%
CC1CCCCC1NC(=S)NCC(C)(C)N1CCOCC1 (stereo not drawn)	2%
C/C=C/c1ccccc1OCc1ccc(C(=O)O)cc1	-3%
O=C(CSc1nc2ccsc2c(=O)n1Cc1ccc(F)cc1)NCc1ccc(Cl)cc1	-9%
Cc1ccc(C)c(CSCc2nc3ccccc3[nH]2)c1	-11%
COC(=O)c1c(Oc2ccc(C(C)=O)cc2)nnc(-c2ccccc2)c1-c1ccccc1	-28%

Next results follow.
SMILES	KDM5B inhibitor
N#C/C(=C/c1cccc(C#N)c1)c1nc2ccccc2[nH]1	?
CCN(CC)c1ccc(/C=N/NC(=O)Cc2ccc(OC)c(OC)c2)cc1	?
COc1ccc(Cl)cc1CN(C)C(=O)c1cc(OC)c(C)c(OC)c1	5%
FC(F)(F)c1ccc(CN2CCCC3(CC(Cc4ccccc4)=NO3)C2)cc1 (stereo not drawn)	-22%
